# Assay outcomes as filed in PubChem BioAssay.
# ELG1 genotoxic = genotoxicity induction in ELG1-luciferase HEK293T cells | HEK293T ELG1-luciferase reporter, luminescence, 16 h | Potency, µM (series often up to 46 µM), for the others: at the highest dose activity change, positive = activation, actives largely listed as activators | actives 1.3% (n = 330,000) | AID 504466; also: % of control where 0% means no effect; nearly all actives have a fitted effect of over 60% in size
#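 Quantitative HTS format in 1536-well plates. HEK293T ELG1-luciferase reporter cells receive test compound and are incubated 16 hr at 37 °C, 5% CO2; ONE-Glo added, 30 min room temperature, then luminescence read.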
# MBNL1-CUG inh = blocks human MBNL1 binding to CUG repeat RNA | Q9NR56 | TR-FRET MBNL1-His/biotin-(CUG)12 binding, 665/545 ratio | Potency, µM (highest dose often 57.5 µM), for the others: at the top dose activity change, negative = inhibition, usual class: inhibitors | actives 0.036% (n = 280,000) | AID 2675; active = well fitted inhibition curve with a large enough effect in the signal ratio, with a control signal flat, not every such curve was filed as active; inconclusive = small, poorly fitted or top-dose-only effect, or effect the other way, or a change in a side signal; inactive = no such curve, though single readings can be large or run the other way; the % refers to the signal ratio; also: % is scaled to controls: 0 for no effect and ±100 for the full control effect
#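 His-tagged MBNL1 binding to biotinylated (CUG)12 RNA was measured by TR-FRET using terbium anti-His antibody (0.055 ng/ul final) and streptavidin-XL665 (5 nM final). Compounds were titrated 92 nM to 58 uM; 60 min at room temperature.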
# uPA surface inh = cell surface uPA generation inhibition. cell surface uPA generation assay, qHTS. Potency, µM (series often up to 38.3 µM), for the others: top-dose activity change, negative = inhibition, usual class: inhibitors. actives 0.31% (n = 330,000); active = well fitted inhibition curve with a large enough effect; inconclusive = small, poorly fitted or top-dose-only effect; inactive = no such curve, though single readings can be large or run the other way; tested in mouse RAW 264.7 cells; also: % is scaled to controls: 0 for no effect and ±100 for the full control effect; nearly all actives have a fitted effect of over 55% in size
# p53 reactivator = mutant p53 re-activation in reporter cells | actives 0.063% (n = 320,000) | AID 504706 | H1299 p53-A138V BP100-luciferase reporter, luminescence, 24 h | Potency, µM (titrated, usually from 92.2 µM), inactives show top-dose activity change, positive = activation, actives largely listed as activators; also: % of control where 0% means no effect; nearly all actives have a fitted effect of over 45% in size
#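 H1299 (p53-null), stable ts p53-A138V + BP100-Luc; 1000 cells/well, Opti-MEM/10% FBS; cpd 4 pt, 1:5; 24 h, 37 deg C, 5% CO2; detection reagent 10 min RT; luminescence.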
# MLL CXXC-DNA inh = MLL CXXC-DNA interaction inhibition; Q03164; MLL-CXXC / FITC-HOXA9 DNA fluorescence polarization; Potency, µM (top dose mostly 115 µM), inactives show at the highest dose activity change, negative = inhibition, hits mostly inhibitors; actives 0.037% (n = 290,000); active = well fitted inhibition curve with a large enough effect in the polarisation, with a control signal flat, not every such curve was filed as active; inconclusive = small, poorly fitted or top-dose-only effect, or effect the other way, or a change in a side signal; inactive = no such curve, though single readings can be large or run the other way; the % refers to the polarisation
#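 Steps: dispense CXXC domain solution (7 uM) → pin compounds or unlabeled HOX-A9 DNA control → 5 min ambient → add FLSN-HOX-A9 solution (50 nM) → spin → 30 min ambient → fluorescence polarization. Tris pH 7.5/NaCl/DTT/BSA buffer.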
# BRCA1 expr up = activators of BRCA1 expression; Potency, µM (titrated, usually from 46.1 µM), without a hit: at the highest dose activation, most hits filed as activators; AID 624202; MCF7-BRCA1-FFLuc reporter, luminescence, 48 h; response scale: scaled: vehicle 0%, 10 µM genistein 100%; actives 1.1% (n = 380,000); also: nearly all actives have a fitted effect of over 80% in size; some results filed as inactive show a strong effect at the top dose
#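 Luminescence from a BRCA1-driven firefly luciferase in MCF7 cells was read after 48 h compound exposure at 37 C. Data normalized against DMSO and a 10microM genistein activation control, then curve-fitted across the titration.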
# FLuc counter = inhibits or activates purified firefly luciferase, miR-21 counter-screen | purified FLuc, Km substrates, luminescence inhibition | Potency, µM (titrated, usually from 57.5 µM), inactives show top-dose activity change, negative = inhibition, most hits filed as inhibitors | actives 6.9% (n = 360,000) | AID 588342;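 also: plate controls were vehicle for no effect and reference inhibitor for full effect; nearly all actives have a fitted effect of over 55% in size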
#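 Biochemical qHTS of compounds, final roughly 60 µM downward over six points, against 10 nM purified firefly luciferase using Km concentrations of substrates (10 uM D-luciferin, 10 uM ATP) in Tris acetate pH 7.5 buffer; luminescence output.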
# Rab9 promoter act = Rab9 promoter activation; Huh7 Rab9 promoter-luciferase reporter, luminescence, 24 h; Potency, µM (doses to about 9.22 µM), for inactives: at the top dose activation, negative = inhibition, usual class: activators; actives 2.8% (n = 320,000); also: % of control where 0% means no effect; nearly all actives have a fitted effect of over 60% in size
#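 Huh7 cells stably carrying a Rab9 promoter-luciferase reporter, 1500 cells per well in OP-MEM I with 10% FBS, treated with compound 24 hours at 37C. Luciferase activity read by luminescence after 10 minutes with Amplite reagent.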
# RORgamma inh = inhibitors of mouse ROR gamma transcriptional activity | P51450 | Drosophila S2 Gal4-RORgamma UAS-luciferase reporter, 20 h | Potency, µM (titrated, usually from 53.6 µM), inactives show at the highest dose activity change, negative = inhibition, actives largely listed as inhibitors | actives 5.4% (n = 310,000) | AID 2551; also: % is scaled to controls: 0 for no effect and ±100 for the full control effect; nearly all actives have a fitted effect of over 60% in size
#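 Read-out: Photinus luciferase luminescence; inhibitors lower reporter signal. Insect Schneider cells with Gal4-ROR gamma fusion under metallothionein promoter, UAS reporter; 700 uM final copper sulfate induction, 20 hr, ambient temperature.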
# NPC1 promoter act = NPC1 promoter activation. Huh7 NPC1 promoter luciferase reporter, 24 h. Potency, µM (doses to about 9.22 µM), without a hit: top-dose activation, most hits filed as activators. actives 2.4% (n = 320,000). AID 485313;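 also: % of control where 0% means no effect; nearly all actives have a fitted effect of over 60% in size; reporter is driven by a mutant NPC1 promoter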
#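 Luminescence from an NPC1 promoter-driven luciferase reporter in stably transfected Huh7 cells was measured after 24 h compound treatment at 37 °C, followed by 10 min ambient incubation with luciferase detection reagent.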
# VP16 counter = counter-screen for ROR gamma inhibitors: Gal4-VP16 reporter. Drosophila S2 Gal4-VP16 UAS-luciferase, luminescence, 20 h. Potency, µM (doses to about 53.6 µM), for inactives: at the top dose activity, negative = inhibition, most hits filed as inhibitors. actives 3.5% (n = 310,000);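 also: Gal4-VP16 expression switched on by copper sulfate through the metallothionein promoter; % is scaled to controls: 0 for no effect and ±100 for the full control effect; nearly all actives have a fitted effect of over 50% in size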
# * = called active by the depositor; u = inconclusive; x = not tested or not shown; & = joins results of further samples; [ ] = remark or other dose. Unless noted, calls follow the shape of the dose curve; as a rule, active = well fitted curve in the direction sought with a large enough effect; inconclusive = small, poorly fitted or top-dose-only effect, or another doubt; inactive = no such curve, though single readings can be large; an effect the other way counts as inactive or inconclusive. Potency is read from the fitted curve at half-maximal effect. Only part of the results is shown (hit frequency here may not be typical).
# The first two records, ahead of the listing:
SMILES,ELG1 genotoxic,MBNL1-CUG inh,uPA surface inh,p53 reactivator,MLL CXXC-DNA inh,BRCA1 expr up,FLuc counter,Rab9 promoter act,RORgamma inh,NPC1 promoter act,VP16 counter
CCC(C)n1c(-c2cc(OC)c(OC)c(OC)c2)nc2nc3ccccc3nc21 (configuration not stated),-19%,u,x,-15%,10%,x,6%,-6%,u,-5%,-22%
O=C(COC(=O)c1cc(=O)[nH]c2ccccc12)NC1CCCCCCC1,1%,16%,-6%,4%,-6%,-7%,-1%,4%,5%,-8%,-9%

# All compounds of this part, from the first entry:
SMILES,ELG1 genotoxic,MBNL1-CUG inh,uPA surface inh,p53 reactivator,MLL CXXC-DNA inh,BRCA1 expr up,FLuc counter,Rab9 promoter act,RORgamma inh,NPC1 promoter act,VP16 counter
CCC(C)n1c(-c2cc(OC)c(OC)c(OC)c2)nc2nc3ccccc3nc21 (configuration not stated),-19%,u,x,-15%,10%,x,6%,-6%,u,-5%,-22%
O=C(COC(=O)c1cc(=O)[nH]c2ccccc12)NC1CCCCCCC1,1%,16%,-6%,4%,-6%,-7%,-1%,4%,5%,-8%,-9%
CCOc1cc(-c2sc(Nc3ccccc3)n[n+]2C)ccc1OC,5%,0%,5%,x,-2%,1%,-2%,1%,-27%,-9%,u
OC(CNCCc1ccc(Cl)cc1)COc1cc(Cl)ccc1Cl (configuration not stated),2%,-7%,-13%,-6%,15%,-9%,1%,1%,-18%,2%,-24%
COc1ccc(N2CCN(CCCNC(=O)Nc3ccccc3)CC2)cc1,-6%,-8%,5%,-1%,-3%,11%&1%,-1%&-3%,-8%,5%,4%,-11%
Cc1ccc2c(c1)C(c1ccccc1)CC(=O)O2 (configuration not stated),-1%,x,-2%,-2%,-9%,-4%,-1%,2%,-8%,-3%,6%
COC(C[C@@H](O)[C@@H](C)[C@@H](O)COCc1ccccc1)OC,3%,-8%,-13%,6%,10%,13%,-1%,-2%,-2%,-3%,-4%
CN(C)C(CNC(=O)c1ccc(S(=O)(=O)NCc2ccco2)cc1)c1ccccc1 (configuration not stated),0%,-9%,2%,1%,9%,21%,-1%,1%,7%,-2%,2%
O=C(Nc1ccnn1C1CCN(C(=O)Cc2ccccc2F)CC1)C1CC1,-6%,-4%,3%,-10%,-2%,2%,6%,15%,9%,8%,-6%
CCOC(=O)C1C(=O)OC2(CCOC(C)(C)C2)C1C(=O)OCC (configuration not stated),0%,1%,4%,3%,-1%,-21%,1%,-7%,1%,-1%,-2%
CC1(c2ccccc2)NC(=O)N(CC(=O)Nc2cc3c(cc2Br)OCCO3)C1=O (configuration not stated),1%,x,6%,-2%,x,-28%,4%,-1%,x,-5%,x
CC(=O)N1CCC(C(=O)OCc2ccc(Cl)cc2)(c2ccccc2)CC1,0%,-3%,1%,-1%,-2%,0%,2%,-6%,13%,-4%,-18%
CC(C)NC(=O)C(=O)Nc1cc2c3c(c1)C(C)C(=O)N3CCC2 (configuration not stated),u,-8%,1%,2%,-4%,-15%,0%,-2%,-35%,-1%,-14%
C#CCOCCOCCOCCNc1nc(N2CCN(C(=O)CCCCCCCCCCNC(=O)[C@H](CCCN=C(N)N)n3cc(C[C@@H](C)CC)nn3)CC2)nc(N2CCN(C(=O)CCCCCCCCCCNC(=O)[C@@H]([C@H](C)CC)n3cc(CCCCCN)nn3)CC2)n1,-12%,x,x,-29%,x,x,u,-2%,x,-4%,x
CCN1C(=O)c2ccc(C(=O)NCc3ccco3)cc2C1=O,6%,u,-1%,14%,-2%,-6%,-1%,0%,-1%,-7%,9%
CC(=O)c1cccc(NC(=O)Cn2nc(-c3ccccc3Cl)ccc2=O)c1,-4%,0%,1%,-5%,6%,-29%,-6%,2%,38%,-5%,-3%
COCCN1C(=O)/C(=C/c2ccc(N3CCCC3)cc2C)SC1=S,3%,0%,3%,-2%,u,-2%,4.8µM*,20%,-2%,0%,-1%
CC(C)Cn1c(-c2csc(C(C)C)c2)n[nH]c1=S,-6%,5%,-7%,0%,3%,1%,u,-9%,2µM*,-1%,-25%[10 µM]
Cc1cc(NCc2ccccn2)ccc1Br,13%,12%,6%,14%,-1%,u,15µM*,u,14%,u,1%
COc1ccc(-n2c(SCC(=O)NNC(=O)c3ccccc3C)nnc2-c2ccncc2)cc1,2%,-8%,x,-2%,0%,-8%,7%,0%,-5%,-2%,3%
COC(=O)NNC(=O)c1ccc(C(C)(C)C)cc1,11%,-5%[11.5 µM],-7%,u,-3%,65%,u,-5%,13%,-6%,-10%
CC(NC(=S)NNS(=O)(=O)c1cccc([N+](=O)[O-])c1)c1ccccc1 (configuration not stated),0%,u,-6%,-3%,u,-7%,4%,5%,7.1µM*,1%,6.3µM*
COc1ccc2c(c1OC)C(=O)N1C2SC[C@H]1C(=O)NCCC(C)C (some centres not stated),-4%,11%,-14%,10%,-8%,11%,-1%,-3%,-2%,-2%,24%
Cc1nc2ccc(NC(=O)Cc3cccs3)cc2s1,u,-6%,2%,18%,-4%,3.5µM*,7.6µM*,2.5µM*,-6%,4µM*,-9%
CC(=O)Cn1c(=O)oc2ccccc21,2%,0%,3%,-1%,-10%,-9%,0%,-2%,21%,5%,3%
O=C(N/C(=C/c1cccs1)C(=O)N1CCOCC1)c1ccco1,0%,-3%,-1%,13%,-5%,-23%,-1%,-13%,1%,2%,-8%
COc1ccc(Br)cc1/C=N/n1c(C)nnc1C,u,9%,1%,4%,8%,-25%,2%,6%,u,-5%,24%
CCOC(=O)N1CCN(c2cc(=O)n(-c3cccc(C)c3)c(=O)[nH]2)CC1,1%,7%,1%,-2%,5%,1%,5%,-8%,3%,1%,-15%
COc1ccc(CNC(=O)COC(=O)c2cccnc2Nc2cccc(C(F)(F)F)c2)cc1,8%,-6%,-1%,1%,1%,-40%,2%,2%,6%,0%,0%
Cc1ccc(S(=O)(=O)NC(C)CCc2ccccc2)cc1C(N)=O (configuration not stated),-15%,-21%,-4%,-8%,-6%,-16%,13%,-5%,u,2%,u
CC1CN(S(=O)(=O)c2cccc(C(F)(F)F)c2)CN1C(=O)N1CCOCC1 (configuration not stated),-2%,-6%,-1%,4%,0%,-5%,-1%,-7%,-13%,-1%,7%
O=C(c1cccc(F)c1)N1CCCC(C(=O)N2CCCC2)C1 (configuration not stated),-2%,-5%,3%,-4%,1%,1%,-12%,11%,-15%,0%,-2%
COc1ccccc1-c1coc2cc(OC(=O)/C=C/c3ccccc3)ccc2c1=O,5%,-12%,0%,-3%,20%,54%,0%,1%,6%,0%,-12%
CC(C)CCNC1=NCCCCC1,1%,2%,12%,-7%,5%,8%,2%,5%,-1%,1%,-2%
O=C1ON=C(c2cccc([N+](=O)[O-])c2)/C1=C/c1ccc(O)cc1,u,u,1%,1%,u,-63%,17µM*,-8%,3%,-2%,-2%
Cc1ccc(NC(=O)CSc2nnc(-c3ccco3)o2)c(C)c1,-2%,-10%,5%,-3%,-12%,-3%,0%,-2%,0%,-2%,5%
Fc1ccc(CN2CCCN(C(=S)Nc3ccc(F)cc3)CC2)cc1,-1%,-30%,-2%,-5%,-6%,-4%,2%,0%,-23%,-4%,6%
Cc1ccc(NC(/C=C/N(C)C)=C/C(=O)C(F)(F)F)c(C)c1,-8%,6%,1%,1%,2%,-50%,-1%,-2%,14%,-7%,1%
COc1ccc(Cn2c(C)cc3c(c2=O)C(c2cccs2)C(C#N)=C(N)O3)cc1OC (configuration not stated),u,-1%,x,1%,14%,-14%,5%,-5%,4%,-3%,-28%
O=C(COC(=O)c1ccc(NS(=O)(=O)c2ccc(Br)s2)cc1)NC1CCCC1,-4%,-1%,-7%,8%,2%,-14%,-17%,-1%,19%,-5%,0%
CCc1ccccc1-n1cnc2cc(C(=O)O)ccc21,-5%,-2%,-4%,7%,2%,-7%,5%,0%,5%,-3%,9%
CC(C)(C)NC(=O)CCn1nc(-c2ccc(Cl)cc2)c2ccccc2c1=O,-9%,-1%,-13%,-6%,12%,-18%,2%,-4%,23%,-1%,-14%
Cc1cccc(N2C(=O)N3[C@H](c4ccc(Cl)cc4)[C@@H]4C(=O)N(C5CCCCC5)C(=O)[C@@H]4[C@]3(Cc3ccc(Cl)cc3)C2=O)c1,-2%,-7%,12%,x,23%,-8%,5%,-1%,9%,-7%,-3%
COc1cccc(=O)c2c(C)n(C)c(C)c12,-13%,u,-1%,-2%,-2%,5%,4%,-5%,u,-3%,28%
